Growth percent in the NCI-60 one-dose screen (48 h, 10 µM unless noted): 100 = growth as untreated, 0 = no growth, -100 = all killed.
SK-MEL-2 = SK-MEL-2 melanoma | 4.7% of 77,000 active | AID 1794763
MALME-3M = MALME-3M melanoma; 5.8% of 78,000 active; AID 1794766
UACC-257 = UACC-257 melanoma. 4.4% of 78,000 active. AID 1794764
SK-MEL-5 = SK-MEL-5 melanoma. 6.4% of 80,000 active. AID 1794755
UACC-62 = UACC-62 melanoma; AID 1794756; 5.4% of 81,000 active
M14 = M14 melanoma; AID 1794745; 6.2% of 80,000 active
EKVX = EKVX NSCLC; 3% of 71,000 active
A549/ATCC = A549/ATCC NSCLC; 3.7% of 81,000 active
* = called active by the depositor; x = no result given. Rule for the calls: active = growth percent below 10; inactive = the rest.

Codes: A = SK-MEL-2; B = MALME-3M; C = UACC-257; D = SK-MEL-5; E = UACC-62; F = M14; G = EKVX; H = A549/ATCC
1: COc1ccccc1N=Nc1c(S(=O)(=O)O)cc2cc(S(=O)(=O)O)cc(N=Cc3ccc(N(C)C)cc3)c2c1O
  A: 112.4	B: 122.6	C: 102.7	D: 104.0	E: 94.4	F: 102.0	G: 103.8	H: 100.0
2: c1ccc(C2CCCCC2)c(OCCCCCN2CCNCC2)c1
  A: 82.0	B: 43.0	C: 19.9	D: 16.5	E: -51.3*	F: -66.5*	G: 67.4	H: 53.0
3: CCN(CC)CCN1C(=O)c2c(c(C)c3c(oc4cc(O)ccc43)c2C)C1=O
  A: 108.2	B: 84.2	C: 97.7	D: 79.0	E: 86.2	F: -79.3*	G: 103.4	H: -65.3*
4: CCOC(=O)c1ccc(NC(=S)NC(=O)c2ccc(NC(=O)c3ccc(C)cc3)cc2)cc1
  A: 90.7	B: 75.3	C: 94.3	D: 83.0	E: 70.3	F: 88.7	G: 85.7	H: 102.7
5: CCOC(CN1CCCCC1)OCC
  A: 115.2	B: 105.4	C: 92.6	D: 98.9	E: 104.5	F: 102.4	G: 103.8	H: 92.0
6: Cc1cc(OCCCC(=O)O)ccc1Cl
  A: 102.7	B: 109.6	C: 90.5	D: 103.5	E: 94.2	F: 102.0	G: 92.7	H: 88.3
7: CCOC(=O)C(=O)Cc1nc2ccccc2s1
  A: 107.9	B: 111.2	C: 13.2	D: 103.1	E: 85.8	F: 91.7	G: 101.8	H: 96.2
8: O=C(/C=C/c1cccc(O)c1)c1cccc(-n2cc(-c3ccc(Cl)cc3)[nH]c2=O)c1
  A: -45.5*	B: -36.0*	C: 22.1	D: -0.5*	E: 5.1*	F: -13.0*	G: 1.8*	H: 28.3
9: O=c1cc(-c2nc3cc(Cl)c(F)cc3s2)c2ccc(Cl)cc2o1
  A: 113.2	B: x	C: 105.8	D: 91.1	E: x	F: 98.4	G: x	H: 102.5
10: O=C1c2cc3c(cc2-c2c1c1cc(Cl)c(Cl)cc1c(=O)n2C[C@H](O)CO)OCO3
  A: -28.3*	B: -37.4*	C: -52.9*	D: -84.8*	E: -66.8*	F: -16.3*	G: 14.2	H: -47.3*
11: Cc1ccc2c(c1)N=C(Nc1ccccc1)N=S2(C)=O (stereo unspecified)
  A: 114.3	B: 109.7	C: 91.7	D: 88.6	E: 95.5	F: 112.9	G: 78.9	H: 94.3
12: COc1ccc(Cn2cc(Cn3c(=O)c(-c4nc5ccccc5[nH]4)cc4ccccc43)nn2)c(OC)c1OC
  A: 28.0	B: 24.6	C: 46.9	D: 5.9*	E: 23.2	F: -50.3*	G: 30.8	H: 9.3*
13: COc1cc2c(cc1OC)C[N+](C)(C)CC2
  A: 89.0	B: 99.8	C: 95.2	D: 100.9	E: 87.1	F: 100.0	G: 108.2	H: 97.8
14: CC(=O)Oc1ccc(OC(C)=O)c2c1CC1(C)OC1(C)C2 (stereo unspecified)
  A: 99.2	B: 108.8	C: 102.6	D: 105.5	E: 104.3	F: 109.3	G: x	H: 102.5
15: O=C(/C=C/c1cccc(O)c1)c1cccc(-n2cc(-c3ccc4ccccc4c3)[nH]c2=O)c1
  A: 84.4	B: -6.9*	C: 99.6	D: -2.2*	E: 11.4	F: 16.2	G: 11.2	H: 61.8
16: O=C(OCc1nc2nc(Cl)nc(N3CCOCC3)c2[nH]1)N1CCCCC1
  A: 106.1	B: 89.3	C: 103.6	D: 105.2	E: 97.9	F: 101.9	G: 111.3	H: 100.7
17: Clc1nc(Oc2ccccc2)nc(-c2cn(-c3ccccc3)c3ccccc23)n1
  A: -49.5*	B: 85.7	C: 93.6	D: 102.5	E: 80.7	F: 71.1	G: 81.3	H: 102.4
18: O=C(c1cccnc1)C1Cc2ccccc2C1=O (stereo unspecified)
  A: 92.2	B: 96.4	C: 92.2	D: 95.9	E: 84.0	F: 94.7	G: 85.4	H: 100.0
19: CCCCCCOCCOCCCN1C(=O)C2C3C=CC(C3)C2(Cl)C1=O (stereo unspecified)
  A: 102.8	B: 91.3	C: 82.7	D: 97.0	E: 82.3	F: 96.7	G: 91.5	H: 71.0
20: COC(=O)c1cc(-c2no[n+]([O-])c2C)no1
  A: 113.1	B: 104.0	C: 101.9	D: 101.1	E: 92.2	F: 108.9	G: 99.7	H: 100.7
21: C=C(c1ccc(OC)c(/C=C/C(=O)c2cc(OC)c(OC)c(OC)c2)c1)c1cc(OC)c(OC)c(OC)c1
  A: 3.2*	B: -6.7*	C: 2.8*	D: -69.3*	E: -70.0*	F: 4.8*	G: 15.0	H: 9.3*
22: Cc1cc(C#Cc2ccccc2)ccc1-n1c(/C=C/c2cc(O)ccc2O)nc2ccccc2c1=O
  A: -12.9*	B: x	C: 20.0	D: -84.5*	E: -55.6*	F: -3.6*	G: -7.5*	H: 8.9*
23: O=C(O)c1cccc(-n2ncc(Cl)c(Cl)c2=O)c1
  A: x	B: 106.0	C: 89.2	D: 98.0	E: 97.2	F: 101.2	G: x	H: 102.0
24: O=C(Nc1cc(-c2ccccc2)[nH]n1)c1ccccc1
  A: 87.6	B: 74.6	C: 95.2	D: 102.5	E: 78.9	F: 56.9	G: 90.5	H: 72.8
25: COc1cc(/C=C/C(=O)/C=C/c2cc(OC)c3c(c2)OCO3)cc2c1OCO2
  A: x	B: 98.2	C: 102.8	D: 80.9	E: 75.1	F: 31.2	G: 95.9	H: 93.5

Looked up by structure from the entries so far:
Codes: A = SK-MEL-2; B = MALME-3M; C = UACC-257; D = SK-MEL-5; E = UACC-62; F = M14; G = EKVX; H = A549/ATCC
13: COc1cc2c(cc1OC)C[N+](C)(C)CC2
  A: 89.0	B: 99.8	C: 95.2	D: 100.9	E: 87.1	F: 100.0	G: 108.2	H: 97.8
17: Clc1nc(Oc2ccccc2)nc(-c2cn(-c3ccccc3)c3ccccc23)n1
  A: -49.5*	B: 85.7	C: 93.6	D: 102.5	E: 80.7	F: 71.1	G: 81.3	H: 102.4

Other structures follow:
Codes: A = SK-MEL-2; B = MALME-3M; C = UACC-257; D = SK-MEL-5; E = UACC-62; F = M14; G = EKVX; H = A549/ATCC
26: O=C1CCCC2=C1C(c1cccc(F)c1)c1cc3c(cc1N2CCO)OCO3 (stereo unspecified)
  A: 90.0	B: 98.7	C: 99.0	D: 107.9	E: 90.2	F: 108.4	G: 94.1	H: 91.9
27: O=c1[nH][nH]c2c([N+](=O)[O-])ccc(F)c12
  A: 98.4	B: 87.4	C: 82.5	D: 103.2	E: 93.4	F: 93.9	G: x	H: 97.9
28: CN1CC(c2ccc(Br)cc2)C(C(=O)c2cccc(O)c2)C12C(=O)c1ccccc1C2=O (stereo unspecified)
  A: 107.5	B: 113.6	C: 101.6	D: 101.2	E: 97.2	F: 100.7	G: 99.8	H: 107.4
29: CCN(CC)CC(C)C(O)(c1ccccc1)c1ccccc1 (stereo unspecified)
  A: 94.4	B: 106.3	C: 112.5	D: 102.8	E: 102.8	F: 104.1	G: 102.6	H: 106.4
30: NC(=S)N/N=C\c1nccc2c(C(F)(F)C(F)(F)C(F)(F)F)cccc12
  A: 7.2*	B: -3.7*	C: -18.2*	D: -54.7*	E: -39.8*	F: -19.2*	G: 11.8	H: -20.8*
31: Cc1[nH]c2ncnc(Oc3ccc(NC(=O)Nc4ccc(Cl)cc4)cc3)c2c1C
  A: 80.3	B: 108.4	C: 85.7	D: 96.5	E: 95.6	F: 107.7	G: 99.2	H: 91.9
32: Cc1ccc(C(=O)Sc2nc(-c3ccc(Cl)cc3)c(C#N)c(=O)[nH]2)cc1
  A: 105.6	B: 102.0	C: 115.4	D: 101.0	E: 94.6	F: 93.6	G: 95.6	H: 100.8
33: O=C(CSc1nnc(-c2cccs2)n1-c1ccccc1)Nc1ccc(Cl)cc1
  A: 107.7	B: 107.0	C: 109.2	D: 97.9	E: 80.2	F: 110.9	G: 90.6	H: 109.4
34: CN(Cc1cc(Br)cc(Br)c1O)Cc1cc(Br)cc(Br)c1O
  A: 51.0	B: 73.2	C: 46.8	D: 3.7*	E: 18.8	F: 37.3	G: 54.8	H: 36.8
35: CC(=O)Nc1ccc(NC(=O)/C=C\C(=O)O)cc1
  A: 100.5	B: 90.8	C: 106.7	D: x	E: 102.1	F: 111.9	G: 112.8	H: 113.9
36: Cc1cc(C(F)(F)F)ccc1C(=O)Nc1sc2c(c1C#N)CCC(=O)C2
  A: -38.4*	B: -82.5*	C: -39.5*	D: -98.9*	E: -81.3*	F: -59.2*	G: -25.5*	H: 30.0
37: COc1ccc(C(=O)COc2cccc(/C=C3\Cc4ccccc4C3=O)c2)cc1
  A: 51.8	B: x	C: 83.5	D: 67.3	E: 61.3	F: 81.2	G: 87.8	H: x
38: CCOC(=O)Cc1nnn(C)n1
  A: 114.8	B: 99.4	C: 99.3	D: 105.5	E: 113.1	F: 107.2	G: 99.5	H: 92.9
39: CC(=O)O[C@]1(C(C)=O)CC[C@H]2[C@@H]3C[C@@H]4O[C@@]45C[C@@H](O)CC[C@]5(C)[C@H]3CC[C@@]21C
  A: 111.0	B: 89.3	C: 89.9	D: 104.2	E: 96.7	F: 115.9	G: 94.3	H: 92.7
40: CCOC(=O)n1cc(-c2nonc2-c2cn(C(=O)OCC)c3ccc(F)cc23)c2cc(F)ccc21
  A: 104.1	B: 80.5	C: 94.2	D: 98.2	E: 71.7	F: 96.9	G: 97.4	H: 84.8
41: COc1ccc(Cc2ccc(O)cc2)cc1
  A: 103.8	B: 109.9	C: x	D: 97.6	E: 98.6	F: 120.0	G: x	H: x
42: COC(=O)[C@]12CC[C@@H](C)[C@H](C)[C@@H]1C1=CC[C@@H]3[C@@]4(C)CC(=O)[C@H](O)[C@@](C)(CO)[C@@H]4C(=O)C[C@@]3(C)[C@]1(C)CC2
  A: -4.4*	B: -35.2*	C: 7.7*	D: -80.3*	E: -57.2*	F: 10.1	G: 3.1*	H: -63.6*
43: COc1cc(OC)c2c(c1Cl)O[C@]1(C2=O)C(OCc2ccccc2)=CC(=O)C[C@H]1C
  A: 2.0*	B: -42.4*	C: x	D: -75.0*	E: 6.9*	F: 2.9*	G: x	H: x
44: CN(C)Cc1cc(S(=O)(=O)c2cc(CN(C)C)c(O)c(CN(C)C)c2)cc(CN(C)C)c1O
  A: 101.9	B: 103.6	C: 105.6	D: 98.7	E: 98.0	F: 97.8	G: 98.0	H: 99.2
45: COc1cc(/C=N/Nc2ncnc3c2c(C)nn3-c2ccc(Cl)cc2)ccc1O
  A: 93.5	B: 72.0	C: 103.1	D: 50.4	E: 64.0	F: 59.5	G: 84.8	H: 88.8
46: Cc1ccc(-c2cnc3sc(C(=O)NCc4ccccc4)c(C)n23)cc1
  A: 113.0	B: 103.2	C: 104.6	D: 102.4	E: 95.1	F: 100.5	G: 100.6	H: 106.9
47: Cc1ccc(/C=C/C(=O)c2ccc(Nc3nc(NCCO)nc(N4CCOCC4)n3)cc2)cc1
  A: 110.2	B: 100.2	C: 97.3	D: 88.8	E: 72.8	F: 111.4	G: 93.6	H: 76.9
48: OCCc1ccc2ccccc2n1
  A: x	B: 101.9	C: 98.1	D: 107.9	E: 107.4	F: 106.5	G: 94.8	H: 112.4
49: CC(=O)c1cc(C(C)=O)cc(C(C)=O)c1
  A: 121.6	B: 116.3	C: 99.2	D: 103.7	E: 109.0	F: 104.0	G: 103.9	H: 90.3
50: Cc1ccc(C2=Nc3ccc(Cl)cc3C3=NNCC(=O)NN23)cc1
  A: x	B: 95.2	C: 97.1	D: 102.1	E: 97.2	F: 97.0	G: 88.4	H: 90.4

(further entries)
Codes: A = SK-MEL-2; B = MALME-3M; C = UACC-257; D = SK-MEL-5; E = UACC-62; F = M14; G = EKVX; H = A549/ATCC
51: Cc1cc(N(C)C)nc(SCc2ccc(Cl)cc2Cl)n1
  A: 91.3	B: 106.7	C: 98.3	D: 90.6	E: 88.6	F: 102.7	G: 89.4	H: 82.4
52: Nc1ccn([C@@H]2O[C@H](COP(=O)(O)O[C@@H]3C[C@H](n4cc(F)c(=O)[nH]c4=O)O[C@@H]3COP(=O)(O)O[C@@H]3C[C@H](n4cc(F)c(=O)[nH]c4=O)O[C@@H]3COP(=O)(O)O[C@@H]3C[C@H](n4cc(F)c(=O)[nH]c4=O)O[C@@H]3COP(=O)(O)O[C@@H]3C[C@H](n4cc(F)c(=O)[nH]c4=O)O[C@@H]3COP(=O)(O)O[C@@H]3C[C@H](n4cc(F)c(=O)[nH]c4=O)O[C@@H]3COP(=O)(O)O[C@@H]3C[C@H](n4cc(F)c(=O)[nH]c4=O)O[C@@H]3COP(=O)(O)O[C@@H]3C[C@H](n4cc(F)c(=O)[nH]c4=O)O[C@@H]3COP(=O)(O)O[C@@H]3C[C@H](n4cc(F)c(=O)[nH]c4=O)O[C@@H]3COP(=O)(O)O[C@@H]3C[C@H](n4cc(F)c(=O)[nH]c4=O)O[C@@H]3COP(=O)(O)O[C@@H]3C[C@H](n4cc(F)c(=O)[nH]c4=O)O[C@@H]3COP(=O)(O)OCCOCCOCCOCCOCCOCCO)[C@H](O)C2O)c(=O)n1 (stereo partly specified)
  A: 60.2	B: 64.0	C: 44.7	D: 2.1*	E: 25.6	F: 9.3*	G: 52.0	H: 11.7
53: NCCCc1nnc(CCC(=O)c2nc3ncccc3[nH]2)o1
  A: 108.4	B: 97.8	C: 103.4	D: 98.5	E: 90.7	F: 103.8	G: 90.6	H: 96.0
54: NS(=O)(=O)c1ccc(CCn2c(SCC(=O)N/N=C/c3ccccc3)nc3ccccc3c2=O)cc1
  A: 106.7	B: 97.3	C: 112.9	D: 77.6	E: 86.5	F: 106.0	G: 102.1	H: 98.5
55: Clc1ccc(-n2ncc3c(Nc4ccccc4)ncnc32)cc1
  A: 105.4	B: 97.9	C: 100.1	D: 98.6	E: 88.4	F: 92.2	G: 87.1	H: 86.4

High-throughput results: PubChem, NCI
